# High-throughput results (PubChem)
# ERK EGF inh: qHTS Assay for Inhibitors of the ERK Signaling Pathway using a Homogeneous Screening Assay; Stimulation with EGF | HEK293-V1b, EGF-stimulated phospho-ERK AlphaScreen | Potency, µM (top dose mostly 11.5 µM), without a hit: at the highest dose activity change, negative = inhibition, most hits filed as inhibitors | actives 0.41% (n = 130,000) | AID 1454, 2008; active = well fitted inhibition curve with a large enough effect; inconclusive = small, poorly fitted or top-dose-only effect, or effect the other way;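 also: plate controls were stimulated vehicle wells for no effect and unstimulated vehicle basal for full effect; nearly all actives have a fitted effect of over 55% in size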
#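 Stably V1b-transfected HEK293 cells; 30 min compound, then EGF 25 nM final for 5 min at 37C; 10 min lysis; phospho-ERK by AlphaScreen after 5 hr beads at room temperature.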
# An asterisk follows results filed as active; ? = inconclusive; & = joins results of further samples; [ ] = remark or other dose. Potency is read from the fitted curve at half-maximal effect. Not all compounds are listed; count on the stated rates, not on these rows.
ERK EGF inh	SMILES
0%	Cc1ccc(CN2CCN(Cc3cc(=O)c4ccccc4[nH]3)CC2CCO)o1 (centres undefined)
4%	CCCC(C(=O)NC1=NCCS1)c1ccccc1 (centres undefined)
14%	CSc1oc(-c2ccco2)nc1S(=O)(=O)c1ccc(F)cc1
1%	COc1ccc2c(c1)OC1(C)CC2C(C(=O)c2ccccc2OC)C(=O)N1 (centres undefined)
4%	Cc1nc2[nH]c(=S)n(C)c(=O)c2nc1C
-7%[57.5 µM]	S=C(NCc1ccccc1)NCc1ccccn1
-12%	Cc1cc(-n2c(SCc3ccccc3F)nc3n[nH]c(C)c3c2=N)ccc1Cl
-12%	CCOC(=O)Cc1nnc(Nc2ccc(C)cc2)c2ccccc12
-2%	O=C(Cc1ccc(F)cc1)N1CCN=C1SCc1ccc([N+](=O)[O-])cc1
3%	Nc1nonc1-n1nnc(C(=O)N/N=C/c2cc(Br)ccc2O)c1CSC1=NCCS1
15%[57.5 µM]	CN1CN(C)C(c2ccncc2)=C1c1ccncc1
-2%[57.5 µM]	CC(C)c1ccc(/C=C2\NC(=S)N(Cc3cccnc3)C2=O)cc1
0%[57.5 µM]	COc1cccc(/C=N/NC(=O)CNC(=O)COc2cccc(C)c2)c1O
4%	Cc1ccccc1CN1CCSc2sccc2C1=O
-2%	COc1ccc(N(C(=O)Cn2nnc(-c3ccccc3F)n2)C(C(=O)NCC2CCCO2)c2ccc(Cl)cc2)cc1 (centres undefined)
2%	CC1=NNC(=O)C1CCC(=O)N/N=C(\C)c1ccccc1 (centres undefined)
4%	N#Cc1ccc(N2CCOCC2)c([N+](=O)[O-])c1
?	CCOC(=O)/C(C#N)=C/c1ccc(N2CCCCC2)cc1
2%	Cc1ccc2[nH]c(=O)c(CN3CCCCC3)c(-c3ccccc3)c2c1
10%	COc1cc(C)c(S(=O)(=O)N2CCOCC2)c(C)c1C
1%[57.5 µM]	Cn1ccc(NC(=O)Nc2ccc(Cl)cc2)n1
-2%[57.5 µM]	Nc1cccc(Oc2ccc3c(c2)C(=O)N(CC2CCCO2)C3=O)c1 (centres undefined)
-2%	Cc1ccsc1C(=O)N1CCCC(CCC(=O)N2CCN(c3ccccn3)CC2)C1 (centres undefined)
15%[57.5 µM]	C=C(C)C(=O)Nc1cccc(C2=NOC3(C2)C[C@@H](C(N)=O)N(C(=O)CCCCC)C3)c1 (some centres undefined)
2%	OCCN(CC(O)COc1ccccc1)CC(O)Cn1ccc2ccccc21 (centres undefined)
6%	CCOc1cc(C(=O)OC(C)C(=O)Nc2ncc(Cl)cc2Cl)ccc1OCC(=O)N1CCOCC1 (centres undefined)
2%&3%	COc1cc(/C=C/C(=O)/C=C(O)/C=C/c2ccc(O)c(OC)c2)ccc1O
-15%[57.5 µM]	COc1ccc(CCNC(=O)COC(=O)Cn2cnc3ccccc3c2=O)cc1
9%	Cc1cc(C)cc(NC(=S)N(CCN(C)C)C(C)c2cccnc2)c1 (centres undefined)
3%	O=S(=O)(NC1c2cccc3cccc(c23)C1Sc1ncccn1)c1ccccc1 (centres undefined)

# Structures shown so far that contain two or more sulfur atoms (four):
ERK EGF inh	SMILES
14%	CSc1oc(-c2ccco2)nc1S(=O)(=O)c1ccc(F)cc1
3%	Nc1nonc1-n1nnc(C(=O)N/N=C/c2cc(Br)ccc2O)c1CSC1=NCCS1
4%	Cc1ccccc1CN1CCSc2sccc2C1=O
3%	O=S(=O)(NC1c2cccc3cccc(c23)C1Sc1ncccn1)c1ccccc1 (centres undefined)

# Further results follow:
ERK EGF inh	SMILES
9%	O=C(NC1CCCCC1)c1ccccc1NC(=O)C1CC1
4%	CC(C(=O)NCC1CCCO1)n1cc([N+](=O)[O-])cn1 (centres undefined)
-2%[57.5 µM]	COc1ccc2c(N)c(C(=O)NN)[nH]c2c1
20%	O=C(Nc1nnc(-c2ccco2)o1)c1ccc(S(=O)(=O)N2CCCC2)cc1
3%	COc1ccc(-n2c3c(cc(C(=O)Nc4cccc(C)n4)c2=O)C(=O)CC(C)(C)C3)cc1
-2%	O=C(COC(=O)c1ccco1)NCc1ccc(F)cc1
7%	CCc1nnc(NC(=O)COc2ccc(N(C)S(=O)(=O)c3ccc(C)cc3)cc2)s1
2%	COc1ccc(C)cc1-n1nnnc1SCC(=O)Nc1cc(C)on1
16%	CCc1ccc(C(=O)COC(=O)CCc2nc3ccccc3c(=O)[nH]2)cc1
1%	Cc1nccn1CC(=O)N/N=C/c1cccc(O)c1
1%[57.5 µM]	Cc1ccccc1/C=C/c1nc2ccccc2c(=O)[nH]1
-7%	COc1ccc(-n2cnc3sc4c(c3c2=O)CCCC4)cc1
2%	CCC(CC)c1nnc(NC(=O)C2CCCO2)s1 (centres undefined)
-1%[57.5 µM]	O=C1NC(c2ccccc2Cl)=N/C1=C/c1ccco1
0%	O=C(NNc1ccccn1)c1ccccc1CC[N+](=O)[O-]
-8%	COc1ccc(S(=O)(=O)NCC2CCCN(C(=O)C3CCCC3)C2)cc1 (centres undefined)
-11%[57.5 µM]	CCOc1ccc(-n2cnc3sc4c(c3c2=O)CCCC4)cc1
10%	COc1cc(C(=O)Nc2cccc(-c3nc4cc(C)ccc4o3)c2)cc(OC)c1OC
6%	CCCOc1ccc(/C(CC)=N/NC(=O)C2(C)CC2(Br)Br)cc1 (centres undefined)
-12%[57.5 µM]	Cc1ccc(S(=O)(=O)N(C)C)cc1NC(=O)COC(=O)c1sc2cc(Cl)ccc2c1Cl
10%[57.5 µM]	CN(C)CCN1CC(O)=C(c2nc3ccccc3s2)C1=N
0%	Cc1ccc(OCC(=O)NNC(=O)Cn2nnc(-c3ccccc3)n2)cc1
-14%	Cc1cc(NC(=O)C2CCCO2)ccc1Br (centres undefined)
-7%[57.5 µM]	CN(Cc1nc2c(s1)CCCC2)C(=O)CCc1nnc(-c2ccc3c(c2)OCO3)o1
-4%	CCCn1c(-c2ccc(F)cc2)nc2c(NCC3CCN(C)CC3)nc(C)nc21
-8%	CCCCOc1ccc(NC(=O)c2cc(F)c(F)cc2Cl)cc1
?	CC(=O)c1ccc(Sc2nnnn2-c2ccccc2)c([N+](=O)[O-])c1
11%	CC1(C)CC(=O)C2=C(C1)OC(N)=C(C#N)C2c1cccs1 (centres undefined)
-6%	CCc1ccccc1NC(=O)CSc1nnc(Cn2cnc3ccccc32)o1
0%	COC(=O)c1c(O)cc(C(C)(C)C)n(-c2ccccc2)c1=O

# 4 entries from above, arranged by the number in ERK EGF inh, rising.
ERK EGF inh	SMILES
-6%	CCc1ccccc1NC(=O)CSc1nnc(Cn2cnc3ccccc32)o1
0%	COC(=O)c1c(O)cc(C(C)(C)C)n(-c2ccccc2)c1=O
6%	CCCOc1ccc(/C(CC)=N/NC(=O)C2(C)CC2(Br)Br)cc1 (centres undefined)
11%	CC1(C)CC(=O)C2=C(C1)OC(N)=C(C#N)C2c1cccs1 (centres undefined)

# (further entries)
ERK EGF inh	SMILES
4%	Cc1ccc(C2CC(C(F)(F)F)n3nc(C(=O)Nc4c(C)n(C)n(-c5ccccc5)c4=O)cc3N2)cc1 (centres undefined)
9%	Cc1ccccc1S(=O)(=O)Nc1ncnc2scc(-c3ccccc3)c12
14%	Cc1ccccc1-c1nnc(SCC(=O)NC2CCCCC2)o1
14%[57.5 µM]	CCCCOCCCNC(=O)N[C@H](C(=O)OC)C(C)CC (some centres undefined)
?	Cc1cc(C)nc(/N=C(\N)Nc2cccc([N+](=O)[O-])c2)n1
8%	COC(=O)c1ccc(NC(=O)CSc2nnc(-c3ccccc3)n2C)cc1
-6%	Cc1cccc(N=C2NN=C(c3c[nH]c4ccccc34)CS2)c1
-1%	CCCC(=O)Nc1nnc(SCC(=O)NCc2ccc3c(c2)OCO3)s1
-1%	COc1ccc(CCNC(=O)/C(C#N)=C2\N=C(NC(=O)c3cccs3)c3ccccc32)cc1
-5%	O=C(COC(=O)c1cccnc1)Nc1ccc2c(c1)OCO2
4%	CCC(C)C(NC(=O)C1CCC(C)CC1)C(=O)NCc1cccnc1 (centres undefined)
2%	FC(F)Oc1ccc(NC(=S)N2CCN(Cc3ccccc3)CC2)cc1
13%	CCOC(=O)C(Nc1ccc2ccccc2c1)C(=O)OCC
-6%[57.5 µM]	NC(=O)CC(NC(=O)c1ccc(Br)cc1)c1ccc(N2CCC(Br)CC2)c([N+](=O)[O-])c1 (centres undefined)
6%	Cc1ccsc1/C=N/NC(=O)Cc1cccn1C
-13%[57.5 µM]	c1csc(-c2nc(CN3CCSCC3)cs2)c1
-7%	COC(=O)C1CCN(c2ccc(Cl)nn2)CC1
8%	COc1ccccc1/C=C/C(=O)OCC(=O)Nc1ccccc1Sc1ccccc1
1%	COc1ccc(S(=O)(=O)Nc2c(F)cccc2F)cc1
30%	CCCn1c(=S)[nH]c2cc(C(=O)NCC3CCCO3)ccc2c1=O (centres undefined)
1%	CCN(CC)S(=O)(=O)c1ccc(Cl)c(NC(=O)COC(=O)/C=C/c2cc(OC)c(OC)c(OC)c2)c1
-7%	CC1(C)CC(NC(=O)c2ccccc2C(=O)NC2CC(C)(C)NC(C)(C)C2)CC(C)(C)N1
4%	Cn1nc(N)nc1N1CCN(c2ccc(F)cc2)CC1
1%	CC(Oc1ccc(Cl)cc1Cl)C(=O)Nc1ccc(O)cc1 (centres undefined)
2%	Cc1ccc(NC(=O)CN(c2ccccc2)S(=O)(=O)N(C)C)cc1
-16%[57.5 µM]	C=CCOC(=O)C1=C[C@H](C2CC2)[C@@H](CCCO)[C@H](OCC)O1
-6%	COc1cc(SC)ccc1C(=O)Nc1c(Cl)cncc1Cl
5%	O=C(CCC(=O)Nc1ccc(F)cc1)N/N=C/c1cc([N+](=O)[O-])ccc1O
-4%	O=[N+]([O-])c1ccccc1S(=O)(=O)N1CCCCC1
3%	COc1ccc(CNC(=O)CCSc2nc(-c3ccc4c(c3)OCO4)cc(C(F)(F)F)n2)cc1

# In a second layout: entries from further up
> CCCC(C(=O)NC1=NCCS1)c1ccccc1 (centres undefined)
  ERK EGF inh: 4%
> CSc1oc(-c2ccco2)nc1S(=O)(=O)c1ccc(F)cc1
  ERK EGF inh: 14%

# (continued)
ERK EGF inh	SMILES
-2%[57.5 µM]	Cc1cccc(Cc2nnc(CCC(=O)NCc3cnc4ccccn34)o2)c1
8%	CN(CC(=O)NC(=O)NCc1ccccc1)Cc1ccc(Cl)cc1
0%	Cc1[nH]c2ccccc2c1C(O)c1ccncc1 (centres undefined)
-6%	Nc1c(NCCN2CCCCC2)c2ccccc2oc1=O
14µM*	C[C@@H]1OC(OC2CC[C@@]3(C)C(CC[C@@]4(C)C3CC=C3C5CC(C)(C)CC[C@]5(C(=O)OC5OCC(O)[C@@H](O)[C@@H]5OC5O[C@@H](C)[C@H](O[C@H]6OC(CO)C(O)C(O)C6O)C(O)C5O)C(O)C[C@@]34C)C2(C)C)C(O)C(O)[C@H]1OC1OCC(O)C(O)[C@H]1O (some centres undefined)
19%	COc1cccc(NC(=S)N(CCCN2CCOCC2)C(C)c2cc3cccc(OC)c3o2)c1 (centres undefined)
0%	c1ccc2c(c1)CC(N1CCN(c3cccc4c3OCCO4)CC1)C2
4%	C=CCOC(=O)N[C@H](C[N+](=O)[O-])c1ccccc1
-7%	C#CC1(NC(=O)NC(C)C)CCCCC1
7%	COc1ccc(-c2nnc(SCc3c(C)noc3C)o2)cc1
7%	O=C(OCn1nnc2ccccc2c1=O)c1ccc(Br)o1
7%	Cc1ccc(-c2nc3cc(NC(=O)C(C)C)ccc3o2)cc1C
?	Cc1ccn2c(Nc3ccc4c(c3)OCO4)c(-c3ccc(O)cc3)nc2c1
27%	Nc1ccc(-c2ccc(N)c([N+](=O)[O-])c2)cc1[N+](=O)[O-]
7%	COCCCNC(=O)CCSc1ccc(C)cc1
6%	Cc1ccc(C(NC(=O)C2CCCCC2)c2c(O)ccc3ccccc23)cc1 (centres undefined)
-3%	S=c1[nH]nc(COc2ccccc2)n1/N=C/c1cccnc1
3%[57.5 µM]	CN(C)c1cc(Cl)c2nonc2c1N
1%	O=C(/C=C/c1ccco1)N1CCN(c2ncccn2)CC1
7%	COc1cc(Cn2c(=O)oc3ccc(C)cc32)ccc1OC(C)C
-1%	COc1cccc(C(=O)NCC(=O)N/N=C/c2cn[nH]c2-c2ccccc2)c1
-13%[57.5 µM]	O=C(O)CCCn1c(O)c(C=C2N=c3ccccc3=N2)sc1=S
-4%	CC(C)CNC(=O)c1ccccc1NC(=O)/C=C/c1cccc([N+](=O)[O-])c1
8%	CC(C)(C)c1nnc(NC(=O)c2ccc(Cl)nc2)s1
-11%	COC1=C/C(=C/c2c(N)n3cc(C)sc3nc2=O)C=CC1=O
-6%[57.5 µM]	COc1ccc(C2c3c(oc4ccc(Cl)cc4c3=O)C(=O)N2CCN2CCOCC2)cc1 (centres undefined)
-3%[57.5 µM]	COC/C=C/C1=CC2=CC(=O)C(C)(OC(=O)c3cnc4ccccc4n3)C(=O)C2=CN1c1ccccc1 (centres undefined)
-6%	O=C(Nc1ccc(NC(=O)c2ccccc2)nc1)c1ccncc1
-12%	CC1(C)CC2CC(C)(CN2C(=S)Nc2ccccc2F)C1 (centres undefined)
0%	CCn1c(SCc2ccccc2)nc2c(c1=O)SCC2
5%&1%	CC(C)Cn1c(N)c(C(=O)COC(=O)c2cc(-c3ccccc3)nc3ccccc23)c(=O)n(C)c1=O
-1%	Cc1ccccc1C(CC(=O)c1cccs1)C(C#N)C#N (centres undefined)
3%	Cc1cc2cc(CNC(=O)Nc3ccccc3)ccc2n1C

# Among those listed so far, these contain a CF3 group.
ERK EGF inh	SMILES
4%	Cc1ccc(C2CC(C(F)(F)F)n3nc(C(=O)Nc4c(C)n(C)n(-c5ccccc5)c4=O)cc3N2)cc1 (centres undefined)
3%	COc1ccc(CNC(=O)CCSc2nc(-c3ccc4c(c3)OCO4)cc(C(F)(F)F)n2)cc1
